ERK EGF block: qHTS Assay for Inhibitors of the ERK Signaling Pathway using a Homogeneous Screening Assay; Stimulation with EGF | HEK293-V1b, EGF-stimulated phospho-ERK AlphaScreen | Potency, µM (top dose mostly 11.5 µM), without a hit: top-dose activity change, negative = inhibition, hits mostly inhibitors | hit rate 0.41% among 130,000; active means well fitted inhibition curve with a large enough effect;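 further: plate controls were stimulated vehicle wells for no effect and unstimulated vehicle basal for full effect; nearly all actives have a fitted effect of over 55% in size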
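Cell line HEK293 (stable V1b), low serum overnight. Pretreatment: compound 30 min, 37C. EGF 25 nM, 5 min. Detection: SureFire AlphaScreen, 5 h RT. AC50 via standard Hill equation.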
Numbers without * were called inactive; [ ] = remark or other dose. Potency means the concentration at half of the fitted maximal effect. This is a subset; the hit share may differ from the screen's.

SMILES	ERK EGF block
CCC1C(=O)OC[C@H]1Cc1cncn1C (some centres not stated)	11%
CC[C@@H]1C(=O)OC[C@@H]1Cc1cncn1C	-8%[57.5 µM]

Bioassay records deposited in PubChem BioAssay by National Center for Advancing Translational Sciences (NCATS).
